HT1080 IDH1KD tx = kills HT-1080 cells with IDH1 knockdown; HT-1080 IDH1 knockdown viability, ATP luminescence, 48 h; Potency, µM (series often up to 46.1 µM), for inactives: at the top dose activity, negative = toxicity, most hits filed as cytotoxic; actives 2% (n = 360,000);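 note: potency is the fitted concentration of half-maximal effect; 0% = DMSO wells and -100% = cell-free medium wells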
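After a 2 h attachment period, IDH1KD HT-1080 cells took pin-transferred compound for 48 h at 37 °C; ATP-based luminescence after 10 min room-temperature reagent incubation reported viability.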
ATXN2 expr inh = ATXN2 expression inhibition. HEK-293 ATXN2-luciferase reporter, luminescence, 24 h. Potency, µM (highest dose often 57 µM), for inactives: at the highest dose activity change, negative = inhibition, actives largely listed as inhibitors. actives 0.72% (n = 360,000). AID 1745845; note: potency is the fitted concentration of half-maximal effect; % is set by controls: 0 for no effect and ±100 for the full control effect; nearly all actives have a fitted effect of over 55% in size
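ATXN2-luciferase reporter cells (luciferase flanked by upstream and downstream ATXN2 gene portions) were treated 24 h at 37 °C with compounds at up to 57 uM. SteadyGlo luminescence gave expression; GF-AFC fluorescence gave viability.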
SW480 rerep = induces DNA re-replication in SW480 colon adenocarcinoma cells | SW480 DNA re-replication, Hoechst DNA content imaging, 48 h | Potency, µM (titrated, usually from 46.1 µM), without a hit: at the highest dose re-replication activation, usual class: activators | actives 1.8% (n = 340,000); note: potency is the fitted concentration of half-maximal effect; % of control where 0% means no effect; nearly all actives have a fitted effect of over 55% in size
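Quantitative HTS format with DMSO vehicle controls; 48 hr drug incubation at 37 C, then 40 min Hoechst staining and scanning imager measurement at 405 nm excitation.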
HT1080NT lethal = kills 2HG-producing HT-1080-NT fibrosarcoma cells | AID 686970 | HT-1080-NT fibrosarcoma viability, CellTiter-Glo ATP luminescence, 48 h | Potency, µM (series often up to 46.1 µM), without a hit: at the highest dose activity, negative = less viability, actives largely listed as cytotoxic | actives 1.6% (n = 360,000);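 note: NT is the 2HG producing partner of a matched IDH1 knockdown line; potency is the fitted concentration of half-maximal effect; 0% = DMSO-treated cells and -100% = media-only wells without cells; nearly all actives have a fitted effect of over 55% in size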
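750 cells/well, RPMI + 5% FBS; 2 h settle, compound pin-transfer, 48 h at 37 degrees C. CellTiter-Glo 10 min RT, luminescence. Normalized to DMSO and media-only wells.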
IL1B secr inh = inflammasome signaling inhibition, IL-1 beta readout; THP-1 LPS/ATP IL-1B secretion, AlphaLISA, 16 h; stronger effect = lower value; activity change, % at 57.5 µM; actives 4.7% (n = 360,000); in the data active = activity change below about -50%; inconclusive = mostly about -30% to -49%; note: % is set by controls: 0 for no effect and ±100 for the full control effect
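THP-1 cells pretreated 1 hr with compounds (up to 57.5 uM final), then stimulated with LPS (250 ng/mL final) plus ATP (1.25 mM final); secreted IL-1B measured by AlphaLISA after 16 hr, decreased signal indicating inhibition.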
KB-V1 MDR tox = KB-V1 MDR subline cytotoxicity | actives 3.4% (n = 400,000) | Potency, µM (highest dose often 46.1 µM), for the others: top-dose activity change, negative = cytotoxicity, hits mostly cytotoxic | AID 1347076 | KB-V1 MDR cells viability, CellTiter-Glo, 72 h; note: potency is the fitted concentration of half-maximal effect; % is set by controls: 0 for no effect and ±100 for the full control effect; nearly all actives have a fitted effect of over 60% in size
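Readout: CellTiter-Glo luminescence, 10 min after addition. Cells: KB-V1 MDR subline, 72 h at 37 degrees C with compound. Analysis: corrected, normalized data fitted to concentration-effect curves.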
MCF10A rereplic = DNA re-replication induction in MCF 10a cells. MCF 10A DNA re-replication, Hoechst nuclear intensity, 48 h. Potency, µM (top dose mostly 46.1 µM), inactives show top-dose activity, positive = re-replication, usual class: activators. actives 2.9% (n = 350,000). AID 624296; note: potency is the fitted concentration of half-maximal effect; % of control where 0% means no effect; nearly all actives have a fitted effect of over 50% in size
KB-3-1 tox = KB-3-1 parental cell cytotoxicity; KB-3-1 viability, CellTiter-Glo ATP luminescence, 72 h; Potency, µM (titrated, usually from 46.1 µM), inactives show top-dose activity change, negative = cytotoxic, most hits filed as cytotoxic; actives 1.4% (n = 400,000); AID 1347075; note: potency is the fitted concentration of half-maximal effect; % is set by controls: 0 for no effect and ±100 for the full control effect; nearly all actives have a fitted effect of over 60% in size
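Screening of KB-3-1 cells (DMEM, 10% FBS, phenol-red free) ran from lowest to highest compound concentration; after 72 h at 37 °C viability was read luminescently and curves fitted.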
S2 tox = reduces viability in counter-screen for ATXN expression inhibitors; S2 cells (HEK-293 line with an ATXN2-luciferase reporter) viability, CellTiter-Fluor protease fluorescence, 24 h; Potency, µM (top dose mostly 56.7 µM), hits mostly cytotoxic; actives 0.49% (n = 400,000); AID 651635; note: potency is the fitted concentration of half-maximal effect; nearly all actives have a fitted effect of over 40% in size
* = called active by the depositor; i = inactive; u = inconclusive; x = no result given; [ ] = dose if it differs, or a comment. Unless noted, calls come from the whole dose curve; as a rule, active = well fitted curve in the direction sought with a large enough effect; inconclusive = small, poorly fitted or top-dose-only effect, or another doubt; inactive = no such curve, though single readings can be large; an effect the other way counts as inactive or inconclusive.

[1] COC(=O)c1nn2c(C(F)(F)F)cc(-c3ccc(Br)o3)nc2c1Br
[2] CCN(C(=O)COC(=O)CCOc1cc(C)ccc1C)c1c(N)n(Cc2ccccc2)c(=O)[nH]c1=O
[3] COC(=O)[C@]12CCCCC=C1N(Cc1ccc(Cl)cc1Cl)C(=O)[C@H](CC(=O)N1CCCC1)C2
[4] Cn1nc(-c2ccc(NCCO)c([N+](=O)[O-])c2)c2ccccc2c1=O
[5] COc1cccc(OC)c1C(=O)N1CCN=C1SCc1cccnc1
[6] CC1(C)CC(=O)C2=C(C1)Nc1ccccc1NC2c1ccc(F)c(F)c1 (stereo unspecified)
assay / compound	1	2	3	4	5	6
HT1080 IDH1KD tx	-3%	1%	u	-12%	5%	-1%
ATXN2 expr inh	-16%	-26%	-27%	24%	-1%	3%
SW480 rerep	u	3%	x	4%	-6%	5%
HT1080NT lethal	-23%	0%	u	1%	4%	0%
IL1B secr inh	9	5	0	-12	-23	7
KB-V1 MDR tox	0%	11%	-3%	-30%	11%	3%
MCF10A rereplic	u	u	x	-16%	17%	9%
KB-3-1 tox	-1%	24%	7%	u	-2%	-6%
S2 tox	i	u	u	i	i	i

[7] Cn1c(SCC(=O)N2CCCC2)nc2c(c1=O)SCC2
[8] CCOC(=O)c1ccc2c(c1)nc(SC(C)C(=O)NCC1CCCO1)n2CC (stereo unspecified)
[9] O=C(CNC(=O)c1ccc(Br)o1)Nc1ccccc1
[10] Cc1cccc(NS(=O)(=O)c2cc(C(=O)N3CCOCC3)ccc2Cl)c1
[11] CC(C)CC(c1nnnn1C(C)(C)C)N1CCN(Cc2ccccc2)CC1 (stereo unspecified)
[12] COc1ccc(-n2c(SCc3nnc(-c4ccccc4)o3)nnc2-c2ccccc2)cc1
assay / compound	7	8	9	10	11	12
HT1080 IDH1KD tx	6%	-1%	13%	3%	7%	-17%
ATXN2 expr inh	x	x	69%[activator]	12%	5%	-7%
SW480 rerep	x	-17%	1%	6%	-130%[inhibitor]	-15%
HT1080NT lethal	-5%	-1%	5%	-4%	15%	-13%
IL1B secr inh	14	-3	0	-4	-15	-20
KB-V1 MDR tox	-20%	16%	16%	-17%	-36%	2.3µM*
MCF10A rereplic	x	-2%	1%	-1%	1%	17%
KB-3-1 tox	9%	6%	22%	-16%	-3%	-11%
S2 tox	u	i	i	i	i	u

[13] CC(C)CC(=O)N1CCN(S(=O)(=O)c2ccc(F)cc2)CC1
[14] Cc1ccc(-n2nc(C)c3c(C(=O)NCCc4ccc(S(N)(=O)=O)cc4)cc(C)nc32)cc1
[15] COc1ccc(Cn2ccc3nc(C)c(C(=O)N4CCN(c5cccc(OC)c5)CC4)cc3c2=O)cc1
[16] COc1ccc(-c2cc(-c3ccc(O)cc3)nc(N)c2C#N)cc1
[17] O=C(NCCS(=O)(=O)NCc1cccnc1)c1ccccc1
[18] O=C(Nc1nc2nccc(-c3ccccc3)n2n1)C(Cl)(Cl)Cl
assay / compound	13	14	15	16	17	18
HT1080 IDH1KD tx	4%	x	x	0%	1%	18%
ATXN2 expr inh	4%	-18%	u	x	6%	23%
SW480 rerep	-4%	x	x	22%	-3%	-3%
HT1080NT lethal	4%	x	x	-11%	0%	15%
IL1B secr inh	4	x	x	-12	1	16
KB-V1 MDR tox	u	u	-2%	-3%	-2%	0%
MCF10A rereplic	1%	x	x	u	-1%	0%
KB-3-1 tox	6%	22%	-15%	-11%	-5%	11%
S2 tox	i	i	u	i	i	i

[19] O=[N+]([O-])c1ccc(NC(=S)N2CCc3ccccc3C2)cc1
[20] CC(C)CN(C(=O)COC(=O)CNC(=O)c1ccc(Cl)cc1)C1CCS(=O)(=O)C1 (stereo unspecified)
[21] Cc1ccccc1-n1c(C)cc(/C=C(\C#N)C(=O)NCC2CCCO2)c1C (stereo unspecified)
[22] COc1ccc(/C(C#N)=C/c2ccccn2)cc1
[23] Cc1ccc(OCCCn2c(CCNC(=O)C3CCCCC3)nc3ccccc32)c(C)c1
[24] COc1ccc(NC(=O)CSc2n[nH]c(=O)n2C2CC2)cc1Cl
assay / compound	19	20	21	22	23	24
HT1080 IDH1KD tx	7%	0%	-7%	-2%	x	1%
ATXN2 expr inh	4%	-9%	106%[activator]	x	6%	-6%
SW480 rerep	-66%[inhibitor]	u	-4%	1%	x	-5%
HT1080NT lethal	-4%	-2%	0%	-2%	x	-4%
IL1B secr inh	-1	14	-9	0	x	-3
KB-V1 MDR tox	23µM*	4%	-23%	5%	-17%	0%
MCF10A rereplic	8%	u	u	-4%	x	5%
KB-3-1 tox	-22%	4%	-4%	-4%	-1%	17%
S2 tox	u	i	i	i	i	i

[25] Cc1cccc(N2CCN(C(=O)c3cc(C)oc3C)CC2C)c1 (stereo unspecified)
[26] C=CCSc1nnc(NC(=O)Cn2cnc3c2c(=O)n(C)c(=O)n3C)s1
[27] CC(OC(=O)c1ccccc1NCCO)C(=O)Nc1ccnn1C(C)C (stereo unspecified)
[28] CN(C)CCNC(=O)CN1C(=O)COc2ccc(S(=O)(=O)N3CCCC3)cc21
[29] COc1ccc(NC(=O)CN(C)C(=O)c2ccc(NS(=O)(=O)c3ccc(C)c([N+](=O)[O-])c3)cc2)cc1
[30] Cn1cc(SCC(=O)Nc2ccc3c(c2)OCCO3)c2ccccc21
assay / compound	25	26	27	28	29	30
HT1080 IDH1KD tx	-5%	0%	3%	x	8%	-1%
ATXN2 expr inh	-12%	-3%	0%	-2%	6%	15%
SW480 rerep	-12%	-11%	3%	x	-2%	-8%
HT1080NT lethal	-13%	5%	7%	x	7%	-2%
IL1B secr inh	u	47	0	x	14	10
KB-V1 MDR tox	15µM*	0%	0%	-10%	9%	-4%
MCF10A rereplic	u	1%	-6%	x	7%	-3%
KB-3-1 tox	18µM*	-7%	-1%	-2%	-11%	-2%
S2 tox	i	i	i	i	i	i

[31] Cc1cccc(C(=O)NCCNC(=O)c2cccnc2)c1
[32] CC(C)(C)c1ccc(NC(=O)NCc2ccco2)cc1
[33] Oc1ccc(N2CCN(Cc3nc4ccccc4[nH]3)CC2)cc1
[34] Cc1ccc(S(=O)(=O)c2c(N)n(CCC(C)C)c3nc4ccccc4nc23)cc1
[35] CC(=O)Nc1ccc(SCC(=O)c2cc(C)n(CC(F)(F)F)c2C)cc1
[36] Cn1c(=O)c2c(-c3ccccc3)n(-c3ccccc3)cc2n(C)c1=O
assay / compound	31	32	33	34	35	36
HT1080 IDH1KD tx	14%	u	-3%	u	-4%[9.24 µM]	-6%
ATXN2 expr inh	11%	54%[activator]	-29%	u	35%	-29%
SW480 rerep	-9%	-7%	-15%	16µM*	-8%	x
HT1080NT lethal	7%	u	-3%	u	-3%	5%
IL1B secr inh	16	u	51	-63*	-10	22
KB-V1 MDR tox	-7%	u	7%	13µM*	-19%	-13%
MCF10A rereplic	1%	8%	-36%	u	1%	x
KB-3-1 tox	3%	15%	16%	u	-2%	-2%
S2 tox	i	i	i	u	u	u

In a second layout: entries from further up.
entry	SMILES	HT1080 IDH1KD tx	ATXN2 expr inh	SW480 rerep	HT1080NT lethal	IL1B secr inh	KB-V1 MDR tox	MCF10A rereplic	KB-3-1 tox	S2 tox
29	COc1ccc(NC(=O)CN(C)C(=O)c2ccc(NS(=O)(=O)c3ccc(C)c([N+](=O)[O-])c3)cc2)cc1	8%	6%	-2%	7%	14	9%	7%	-11%	i
30	Cn1cc(SCC(=O)Nc2ccc3c(c2)OCCO3)c2ccccc21	-1%	15%	-8%	-2%	10	-4%	-3%	-2%	i
31	Cc1cccc(C(=O)NCCNC(=O)c2cccnc2)c1	14%	11%	-9%	7%	16	-7%	1%	3%	i
32	CC(C)(C)c1ccc(NC(=O)NCc2ccco2)cc1	u	54%[activator]	-7%	u	u	u	8%	15%	i
33	Oc1ccc(N2CCN(Cc3nc4ccccc4[nH]3)CC2)cc1	-3%	-29%	-15%	-3%	51	7%	-36%	16%	i
34	Cc1ccc(S(=O)(=O)c2c(N)n(CCC(C)C)c3nc4ccccc4nc23)cc1	u	u	16µM*	u	-63*	13µM*	u	u	u
35	CC(=O)Nc1ccc(SCC(=O)c2cc(C)n(CC(F)(F)F)c2C)cc1	-4%[9.24 µM]	35%	-8%	-3%	-10	-19%	1%	-2%	u
36	Cn1c(=O)c2c(-c3ccccc3)n(-c3ccccc3)cc2n(C)c1=O	-6%	-29%	x	5%	22	-13%	x	-2%	u

Continued.
[37] CCCCCCn1c(CNC(=O)c2ccccc2)nc2ccccc21
[38] Nc1c(NCc2ccccc2F)c(=O)[nH]c(=O)n1Cc1ccccc1
[39] CC(CNC(=O)c1cc(COc2c(F)cccc2F)on1)Oc1cccnc1 (stereo unspecified)
[40] CCN(c1ccccc1)S(=O)(=O)c1csc(C(N)=O)c1
[41] CCCCOc1ccc(N(CC(=O)NC2CCCCC2)C(=O)c2snc(C(N)=O)c2N)cc1
[42] Cc1ccc(-n2ccnc2SCC(=O)O)c(C)c1
[43] CCOc1ccc(NC(=O)CS(=O)CC(=O)Nc2cccnc2)cc1 (stereo unspecified)
[44] O=C(Nc1cc(SCCO)cc([N+](=O)[O-])c1)c1ccco1
assay / compound	37	38	39	40	41	42	43	44
HT1080 IDH1KD tx	x	0%[9.24 µM]	0%	-2%	23%	0%	23%	-3%
ATXN2 expr inh	-7%	4%	x	-14%	-15%	-7%	1%	6%
SW480 rerep	x	-9%	0%	-14%	14%	-9%	-22%	-1%
HT1080NT lethal	x	7%	1%	7%	21%	8%	27%	1%
IL1B secr inh	x	8	-17	12	16	9	0	-4
KB-V1 MDR tox	-11%	-4%	-11%	u	-12%	5%	u	u
MCF10A rereplic	x	-1%	11%	4%	u	-2%	1%	9%
KB-3-1 tox	-2%	18%	-20%	-4%	u	-7%	4%	3%
S2 tox	i	u	u	i	i	i	i	i

Compound activity (PubChem BioAssay)
